Source: PubChem BioAssay
SW480 rerep: inducers of DNA re-replication in SW480 colon cancer cells. SW480 DNA re-replication, Hoechst DNA content imaging, 48 h. Potency, µM (doses to about 46.1 µM), for inactives: at the top dose re-replication activation, actives largely listed as activators. 340,000 compounds, 1.8% hits. AID 624297; further: % of control where 0% means no effect; nearly all actives have a fitted effect of over 55% in size
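Image-based read-out: total Hoechst fluorescence of nuclei (405 nm excitation, 500-530 nm emission), with hits raising the fraction of high-intensity nuclei. SW480 colon cells incubated 48 hr with compounds at 37 C.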
TDP-43 yeast inh: rescues yeast growth from TDP-43 toxicity | TDP-43 expressing yeast growth rescue, BacTiter-Glo, 24 h | Potency, µM (top dose mostly 46.1 µM), for the others: top-dose growth rescue (activation), usual class: activators | 410,000 compounds, 1.8% hits | AID 652104; further: % of control where 0% means no effect; nearly all actives have a fitted effect of over 50% in size
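Galactose-induced TDP-43 yeast, OD600=0.02, compound pinned; 24 hr, 30 deg C; BacTiter-Glo luminescence for growth. Inhibitors of TDP-43 toxicity read as activators.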
KB-V1 MDR tox: KB-V1 MDR subline cytotoxicity; KB-V1 MDR cells viability, CellTiter-Glo, 72 h; AID 1347076; Potency, µM (doses to about 46.1 µM), inactives show at the top dose activity change, negative = cytotoxicity, hits mostly cytotoxic; 400,000 compounds, 3.4% hits; further: on the % scale 0 is the no-effect control and ±100 the full control effect; nearly all actives have a fitted effect of over 60% in size
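Potencies derive from concentration-effect curves fitted to normalized luminescence (CellTiter-Glo) of KB-V1 cells treated for 72 h at 37 degrees C in phenol-red-free DMEM containing 10% FBS.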
HT1080-NT tox: kills 2HG-producing HT-1080-NT fibrosarcoma cells; HT-1080-NT fibrosarcoma viability, CellTiter-Glo ATP luminescence, 48 h; Potency, µM (titrated, usually from 46.1 µM), for the others: at the highest dose activity, negative = less viability, hits mostly cytotoxic; 360,000 compounds, 1.6% hits; AID 686970;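 further: NT is the 2HG producing partner of a matched IDH1 knockdown line; 0% = DMSO-treated cells and -100% = media-only wells without cells; nearly all actives have a fitted effect of over 55% in size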
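Read-out is CellTiter-Glo luminescence after 10 minutes at room temperature, following 48 hours' compound treatment of HT-1080-NT cells (750 cells/well, RPMI, 5% FBS, 37 degrees C).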
GLP1R ag: activates the human GLP-1 receptor; P43220; HEK293 GLP-1R CRE-luciferase, luminescence, 4-6 h; cells express a hypersensitive GLP-1R form; Potency, µM (top dose mostly 45.6 µM), for the others: at the highest dose activation, hits mostly activators; 380,000 compounds, 0.007% hits; AID 624172; further: % of control where 0% means no effect
Target sequence (P43220 whole entry, looked up): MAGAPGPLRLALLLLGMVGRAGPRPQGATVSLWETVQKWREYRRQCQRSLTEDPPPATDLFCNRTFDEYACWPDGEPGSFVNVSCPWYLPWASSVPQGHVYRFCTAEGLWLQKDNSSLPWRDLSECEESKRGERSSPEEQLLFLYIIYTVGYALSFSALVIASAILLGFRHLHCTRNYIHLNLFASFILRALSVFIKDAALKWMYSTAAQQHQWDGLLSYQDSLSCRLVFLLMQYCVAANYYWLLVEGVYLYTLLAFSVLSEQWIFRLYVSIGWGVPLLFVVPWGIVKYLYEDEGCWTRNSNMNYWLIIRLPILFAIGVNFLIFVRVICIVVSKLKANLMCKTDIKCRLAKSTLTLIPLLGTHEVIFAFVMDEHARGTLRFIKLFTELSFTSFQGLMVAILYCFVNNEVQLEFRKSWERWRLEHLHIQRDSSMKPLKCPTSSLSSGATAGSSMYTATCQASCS
HT1080 IDH1KD tx: toxicity to HT-1080 IDH1 knockdown cells (counter line) | HT-1080 IDH1 knockdown viability, ATP luminescence, 48 h | Potency, µM (titrated, usually from 46.1 µM), without a hit: at the top dose activity, negative = toxicity, actives largely listed as cytotoxic | 360,000 compounds, 2% hits;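 further: 0% = DMSO wells and -100% = cell-free medium wells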
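% activity derives from luminescence (CellTiter-Glo), normalised to DMSO and no-cell wells. HT-1080-IDH1KD cells, 750/well, had 48 h compound exposure at 37 °C.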
HEK293 tox: cytotoxicity counter-screen for GLP-1 receptor inverse agonists. Potency, µM (highest dose often 38.3 µM), inactives show at the top dose activity change, negative = inhibition, most hits filed as inhibitors. HEK293 cAMP-luciferase reporter cells, luminescence, 24 h. AID 624418. 410,000 compounds, 0.13% hits;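 further: loss of luciferase light is scored as toxicity; on the % scale 0 is the no-effect control and ±100 the full control effect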
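A 23 nL compound transfer followed 12 hours of cell culture at 37 deg C; exposure then lasted 24 hr. Luciferase assay detection reagent was dispensed and plates read for luminescence after a 12 min room-temperature wait.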
KB-3-1 cytotox: KB-3-1 parental cell cytotoxicity | AID 1347075 | 400,000 compounds, 1.4% hits | Potency, µM (top dose mostly 46.1 µM), for inactives: at the highest dose activity change, negative = cytotoxic, most hits filed as cytotoxic | KB-3-1 viability, CellTiter-Glo ATP luminescence, 72 h; further: on the % scale 0 is the no-effect control and ±100 the full control effect; nearly all actives have a fitted effect of over 60% in size
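Parental KB-3-1 adenocarcinoma cells in phenol-red-free DMEM with 10% FBS were pin-treated with compounds at several concentrations, incubated 72 h at 37 °C, and viability read by CellTiter-Glo luminescence; concentration-effect curves were fitted after normalization.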
GLP-1R inv ag: acts as inverse agonist at human GLP-1 receptor. HEK293 GLP-1R CRE-luciferase, luminescence, 24 h; GLP-1R form is constitutively active. Potency, µM (series often up to 38.3 µM), for inactives: at the highest dose activity change, negative = inhibition, actives largely listed as inhibitors. 410,000 compounds, 1.6% hits; further: on the % scale 0 is the no-effect control and ±100 the full control effect; nearly all actives have a fitted effect of over 55% in size
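Cells are plated, allowed 12 hours at 37 deg C, then treated with compounds for 24 hr before luciferase detection reagent is added and luminescence is read after 12 min at room temperature. The HEK293 line carries constitutively active GLP-1R with a cAMP-responsive reporter.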
Numbers without * were called inactive; u = inconclusive; x = no result given; & = joins results of further samples; [ ] = dose if it differs, or a comment. The call rests on the fitted dose curve; in most records, active means well fitted curve in the direction sought with a large enough effect; inconclusive means small, poorly fitted or top-dose-only effect, or another doubt; inactive means no such curve, though single readings can be large; an effect the other way counts as inactive or inconclusive. Potency means the concentration at half of the fitted maximal effect. This is a random part of the collection (roughly 9.4% active in at least one column).

SMILES	SW480 rerep	TDP-43 yeast inh	KB-V1 MDR tox	HT1080-NT tox	GLP1R ag	HT1080 IDH1KD tx	HEK293 tox	KB-3-1 cytotox	GLP-1R inv ag
O=C(CSc1nnc(-c2n[nH]c3ccccc23)n1-c1ccccc1)Nc1cccc(Cl)c1	4%	-11%	7.3µM*	-3%	-34%[inhibitor]	-18%	-4%	4%	-34%
Cc1ccc(CNC(=O)c2cnn(-c3cccc(C)c3)c2C2CCN(C(=O)OC(C)(C)C)CC2)cc1	x	20%	-6%	x	x	x	3%	u	u
Cc1cccc(C(=O)NC2CC3CCCC(C2)N3S(=O)(=O)c2ccccc2)c1 (configuration not stated)	0%	12%	u	-6%	0%	-6%	u	6%	u
Cc1ccc(S(=O)(=O)N(C)CC(=O)OCC(=O)NC(c2ccccc2)c2ccccc2)cc1	-2%	3%	2%	-2%	9%	2%	15%	0%	16%
COc1ccc(C(=O)Nc2ccc3nc(N4CCCCC4)cc(C)c3c2)cc1OC	u	15%&10%	4%	-1%	17%	6%	u	-16%	u
COc1ccc(N2CCN(C(c3cccc(OC)c3OC)c3nnnn3C3CCCC3)CC2)cc1 (configuration not stated)	13µM*	7%	-10%	-17%	10%	-17%	-9%	0%	u
COc1ccc(CCC(=O)NC2CCCc3ccccc32)cc1OC (configuration not stated)	-6%	-1%	u	-1%	4%	0%	5%	-1%	4%
O=C(COCc1cc(-c2ccc(F)cc2)on1)Nc1cccc(Cl)c1Cl	x	11%	1%	x	x	x	5%	9%	3%
O=C(NC1CC1)C1=COCCO1	-10%	2%	16%	11%	-3%	5%	5%	11%	0%
COc1ccc(CCNC(=O)c2ccc(-c3ccc([N+](=O)[O-])cc3Cl)o2)cc1	3%	u	u	2%	14%	-4%	u	-1%	u
CC(=O)Nc1cc(-c2ccc(C(=O)NC3CC3)cc2)cn2c(-c3cccc(C(F)(F)F)c3)cnc12	x	u	-21%	u	0%	16µM*	0%	u	u
Cc1cc(=O)oc(C)c1C(=O)NCCc1ccccc1	7%	-21%	-9%	0%	3%	1%	7%	-3%	-10%
COc1ccc(NC(=O)CSc2nnc(C3CC3)n2C)cc1S(=O)(=O)N1CCOCC1	-2%	10%	4%	1%	-1%	2%	-1%	8%	0%
COc1ccc(-c2csc(NC(=O)CC(C)C)n2)cc1	8%	u	u	-1%	-1%	-19%	-14%	-5%	u
Cc1cccc(NC(=S)N(Cc2ccco2)C(C)c2cccs2)c1 (configuration not stated)	u	-4%	-21%	2%	-1%	-7%	-27%	u	u
Cc1ccc(NC(=O)CC2Nc3ccccc3NC2=O)cc1Cl (configuration not stated)	16µM*	11%	-5%	21µM*	-23%	21µM*	-4%	u	10µM*
Cc1onc(-c2ccccc2Cl)c1C(=O)NCc1cccs1	-2%[9.22 µM]	8%	2%	-4%	-10%	0%	-6%	7%	-21%
Cc1ccc2c(COC(=O)CNS(=O)(=O)c3ccccc3)cc(=O)oc2c1	5%	8%	u	1%	-1%	3%	1%	27%	5%
Cc1ccc(C(=O)NCC(=O)O)s1	1%	-8%[9.22 µM]	13%	22%	2%	18%	29%	9%	3%
C/C(=N\N=C(N)N)c1cccc([N+](=O)[O-])c1	10%	-8%	-1%	0%	5%	-3%	16%	-5%	32%[activator]
CCS(=O)(=O)Nc1ccc(-c2cc(-c3ccccc3)c3cc(C)ccc3n2)cc1	u	u	-6%	-2%	-3%	u	-11%	23%	7.1µM*
CCN(CC)CCOCCOc1ccccc1F	u	-17%	5%	4%	-8%	10%	-5%	5%	-1%
COc1ccc(C2C=C(c3ccc(F)cc3)Nc3nc(-c4ccc(Cl)cc4)nn32)cc1 (configuration not stated)	x	22%	u	x	x	x	256%[activator]	u	u
c1ccc(-c2ccc(-c3nc(-c4cccnc4)no3)cc2)cc1	-8%	3%	16µM*	9%	8%	21%	15%	-29%	13%
COc1ccccc1C1CC(=O)NC(C)=C1C(=O)OCC(C)C (configuration not stated)	-4%	-7%	-16%	-11%	3%	-14%	-14%	u	u
COc1ccc(NC(=S)N(CCCN2CCCC2)Cc2cccs2)cc1	24%	u	1%	-8%	3%	1%	-17%	-1%	u
CCOP(=O)(c1ccccc1)C(O)c1ccc(F)cc1 (configuration not stated)	1%	22%	-16%	11%	-8%	-1%	-10%	16%	4%
CC(C)(C)OC(=O)N1CCC(c2c(C(=O)N3CCN(C4CCCCC4)CC3)cnn2-c2ccccc2)CC1	-18%	3%	7%	-1%	7%	-11%	-25%	-3%	9%
COc1ccc(NC(=O)Cn2nnc(-c3ccccc3NS(=O)(=O)c3ccc(OC)cc3)n2)cc1	14%	3%	u	-21%	1%	u	0%[1.53 µM]	u	u
O=C(NCc1ccc(Cl)cc1)c1cc2ccccn2n1	-7%	24%	-9%	u	3%	4%	-2%	-1%	17%
COc1ccccc1N1CCN(C(c2ccccc2)c2nnc(-c3ccccc3Cl)o2)CC1 (configuration not stated)	x	-12%	1%	x	x	x	-4%	-3%	u
COc1ccccc1[C@@]1(C)ON(c2ccccc2C(F)(F)F)C1=O	u	6%	27%	-22%	-1%	-20%	-47%	u	u
CCOc1ccc(C2CC=C(C(C)=O)CN2S(=O)(=O)c2ccc(C)cc2)cc1 (configuration not stated)	x	u	19%	-11%	-4%	u	9%	0%	-3%
CC(=O)c1cccc(NC(=O)N2CCC(c3nnc(SCC(N)=O)n3C)CC2)c1	-4%	3%	10%	5%	-8%	2%	-11%	16%	3%
O=C(Nc1ccccc1N1CCOCC1)C1=COCCO1	0%	-18%	1%	-4%	5%	-10%	2%	-1%	1%
CCOC(=O)C1CCN(C(=O)c2cc3ccc4ccc(C)[nH]c4c3n2)CC1	x	23%[9.22 µM]	0%	x	x	x	-7%	4%	-6%
Nc1c(C(=O)CSc2nnc(COc3ccc(Cl)cc3)o2)c(=O)[nH]c(=O)n1C1CC1	-3%	1%	-8%	8%	-2%	2%	1%	-1%	-7%
COc1cccc(NC(=O)NCC2CCN(Cc3ccc(F)cc3)CC2)c1	-4%	20%	-10%	-10%	5%	0%	-1%	-6%	u
CC(=O)N(Cc1ccccc1)c1ccc(C(=O)O)cc1	-1%	-10%	2%	10%	3%	12%	22%	0%	1%
COc1ccc(CC(=O)NCc2n[nH]c(=S)n2-c2ccc(F)cc2)cc1	u	-5%	8%	-1%	1%	-3%	3%	2%	13%

Part of the list above in another layout.
compound,SW480 rerep,TDP-43 yeast inh,KB-V1 MDR tox,HT1080-NT tox,GLP1R ag,HT1080 IDH1KD tx,HEK293 tox,KB-3-1 cytotox,GLP-1R inv ag
COc1ccc(N2CCN(C(c3cccc(OC)c3OC)c3nnnn3C3CCCC3)CC2)cc1 (configuration not stated),13µM*,7%,-10%,-17%,10%,-17%,-9%,0%,u
COc1ccc(CCC(=O)NC2CCCc3ccccc32)cc1OC (configuration not stated),-6%,-1%,u,-1%,4%,0%,5%,-1%,4%
O=C(COCc1cc(-c2ccc(F)cc2)on1)Nc1cccc(Cl)c1Cl,x,11%,1%,x,x,x,5%,9%,3%
O=C(NC1CC1)C1=COCCO1,-10%,2%,16%,11%,-3%,5%,5%,11%,0%
COc1ccc(CCNC(=O)c2ccc(-c3ccc([N+](=O)[O-])cc3Cl)o2)cc1,3%,u,u,2%,14%,-4%,u,-1%,u
CC(=O)Nc1cc(-c2ccc(C(=O)NC3CC3)cc2)cn2c(-c3cccc(C(F)(F)F)c3)cnc12,x,u,-21%,u,0%,16µM*,0%,u,u
Cc1cc(=O)oc(C)c1C(=O)NCCc1ccccc1,7%,-21%,-9%,0%,3%,1%,7%,-3%,-10%
COc1ccc(NC(=O)CSc2nnc(C3CC3)n2C)cc1S(=O)(=O)N1CCOCC1,-2%,10%,4%,1%,-1%,2%,-1%,8%,0%

Additional records
SMILES	SW480 rerep	TDP-43 yeast inh	KB-V1 MDR tox	HT1080-NT tox	GLP1R ag	HT1080 IDH1KD tx	HEK293 tox	KB-3-1 cytotox	GLP-1R inv ag
CCCc1nc(N2CCCC2)c(C#N)c2c1CCCC2	0%	9%	-26%	7%	0%	-2%	0%	0%	-25%
O=c1[nH]c(-c2ccccn2)nc(C(F)(F)F)c1Br	10µM*	u	0%	u	10%	u	u	u	u
Cc1nn(C)c(C)c1NC(=O)CC12CC3CC(CC(C3)C1)C2	-5%	10%	1%	1%	5%	-7%	-13%	-1%	22%
COc1ccc(C)cc1S(=O)(=O)N1CCN(C(=O)c2ncoc2-c2cccc(F)c2)CC1	4%	-14%	-26%	-9%	1%	-2%	-4%	-3%	u
O=C(N/N=C/c1ccco1)c1ccc(Br)o1	3%	-6%	-1%	2%	-2%	-2%[9.24 µM]	5%	-11%	-6%
COc1ccc(NS(=O)(=O)c2cc(NC(=O)c3ccco3)ccc2N2CCCCC2)cc1	u	-7%	-3%	-25%	3%	u	-17%	21µM*	-25%
Cc1ccc(C2=NN(C(=O)CSc3nc4ncc(Cl)cc4[nH]3)C(c3ccco3)C2)cc1 (configuration not stated)	3%	24%	-9%	0%	8%	7%	8%	-13%	5%
CSc1cccc(NC(=O)COc2ccccc2C)c1	-140%	13%	-14%	22%	19%	13%	2%	-18%	-20%
CC(C)CC(NC(=O)COc1ccccc1)C(=O)O (configuration not stated)	3%	-5%	4%	8%	-4%	0%	-5%[1.53 µM]	14%	2%
